Bioassay records from PubChem.
HTR2A ag: mouse HTR2A agonism via beta-arrestin recruitment. activation, % at 7.6 µM. CHO-K1 mHTR2A beta-arrestin complementation, luminescence; percent of 30 µM serotonin response. 0.66% of 360,000 active;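 active = activation above a run cutoff, the mean activation of all tested compounds plus 3 SD, cut at about 14% in these data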;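 note: 0% = plate median of compound wells and 100% = 30 µM serotonin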
Target sequence (P35363 whole entry, looked up): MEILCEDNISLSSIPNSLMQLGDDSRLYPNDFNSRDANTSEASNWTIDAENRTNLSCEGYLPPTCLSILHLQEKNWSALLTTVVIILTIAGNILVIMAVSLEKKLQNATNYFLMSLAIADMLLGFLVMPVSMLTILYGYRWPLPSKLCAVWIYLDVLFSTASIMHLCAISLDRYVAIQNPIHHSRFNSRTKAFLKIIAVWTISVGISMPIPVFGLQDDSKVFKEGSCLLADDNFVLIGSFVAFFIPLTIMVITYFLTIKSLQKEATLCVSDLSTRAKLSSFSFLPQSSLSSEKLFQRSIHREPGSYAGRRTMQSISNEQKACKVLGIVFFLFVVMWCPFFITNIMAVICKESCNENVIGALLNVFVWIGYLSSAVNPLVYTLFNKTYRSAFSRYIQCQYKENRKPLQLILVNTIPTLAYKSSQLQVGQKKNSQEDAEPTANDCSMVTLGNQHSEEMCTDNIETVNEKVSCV
aDG glyco act: increases alpha dystroglycan glycosylation. Pro5-aDG cells, alpha-DG glycosylation AlphaScreen (IIH6); 0% Pro5, 100% B10-LARGE cell signal. activation, % at 10 µM. 0.22% of 360,000 active. AID 624168;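 active = activation of at least 8% versus controls, or a plate z-score of at least 8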;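 note: Pro5 are CHO cells carrying HIG-tagged alpha-DG that lacks glycosylation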
CaV13 ICDI inh: Primary screen for inhibitors of IQ motif and Ca2+-dependent inactivation inhibitor domain binding in CACNA1D, Förster resonance energy transfer in living cells, …. 0.098% of 340,000 active. inhibition, % at 12.3 µM. HEK cells, CFP/YFP FRET ICDI-IQ, plate reader, 10 min; percent FRET-ratio fall versus neutral wells;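 active = mean replicate inhibition of at least 30% and at least 1% of replicates passing that level; inconclusive = only one of the two criteria is met; inactive = neither criterion is met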;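 note: 0% = median of the neutral control wells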
PDI turbidity: PDI (human) enzyme inhibition; PDI insulin aggregation turbidity, A650, 90 min; inhibition, % at 10 µM; 0.052% of 350,000 active; AID 588391;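 active = mean inhibition across replicates of 30% or more, whatever share of single replicates reach that level; inconclusive = mean inhibition below 30% while every single replicate reaches 30%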;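 note: absorbance from insulin aggregation driven by PDI reduction with DTT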
Vif inh: inhibitors of HIV Vif; HEK293T cells, Vif self-association by quenched fluorescence, imaging, 24 h; inhibition, % at 7.49 µM; 0.35% of 340,000 active; AID 602346; in the data active = inhibition above about 50%, passing the limit was not always enough; inconclusive = no clear call, values can overlap the other calls; inactive = below about 31%; note: some results filed as inactive read as strong as hits
Cardio protect: protects H9c2 cardiomyocytes from peroxide injury; H2O2 injury protection, ATPLite, 2 h; protection from H2O2 cell death, % at 20 µM; 0.63% of 360,000 active; AID 588492;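 active = compounds giving at least 50% protection of heart cells from peroxide-induced death in the single-dose screen, raw or plate-pattern-corrected value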;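 note: 0% = DMSO wells with peroxide and 100% = DMSO wells without peroxide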
ABCB6 inh 2: blocks the human ABCB6 transporter | Q9NP58 | K562-ABCB6 porphyrin accumulation, flow cytometry, 1 h; stronger effect = lower value | fluorescence ratio to DMSO, % at 10 µM | 0.19% of 360,000 active | AID 602162;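 active = fluorescence ratio to DMSO below 75%, the collection mean minus 3 SD; inconclusive = too few cells collected in the well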;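 note: signal is porphyrin accumulated inside mitochondria; 100% equals median channel fluorescence of DMSO control wells; lower ratio means ABCB6 inhibition with less porphyrin fluorescence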
MC4R antag cAMP: antagonists of human melanocortin 4 receptor (MC4R); MC4R-expressing cells, MTII-stimulated cAMP, LANCE TR-FRET; 0.48% of 360,000 active; inhibition, % at 6.5 µM;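 active = inhibition above its plate's cutoff, the mean of tested wells on that plate plus 3 SD, cut at about 29% in these data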;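 note: 0% = Melanotan II alone and 100% = Melanotan II plus saturating MCL0020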
Target sequence (P32245 whole entry, looked up): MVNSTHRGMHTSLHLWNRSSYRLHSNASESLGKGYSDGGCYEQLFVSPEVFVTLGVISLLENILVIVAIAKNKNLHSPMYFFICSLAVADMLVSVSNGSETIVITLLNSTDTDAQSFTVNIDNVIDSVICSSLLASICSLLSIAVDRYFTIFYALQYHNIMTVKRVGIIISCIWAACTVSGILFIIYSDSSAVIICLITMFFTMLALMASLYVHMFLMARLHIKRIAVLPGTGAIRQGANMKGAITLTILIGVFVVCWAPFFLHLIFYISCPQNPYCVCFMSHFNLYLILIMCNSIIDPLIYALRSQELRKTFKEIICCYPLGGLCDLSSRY
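material = U2OS cells stably expressing human melanocortin 4 receptor (MC4R) | also added = Melanotan II challenge | dosing = single nominal compound dose of 6.5 µM | detection = TR-FRET with Eu-cAMP and labeled anti-cAMP, 671 nm | replication = singlicate | timing = compound 30 min, challenge 1 h, detection 1 h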
N-glyco inh: blocks N-linked glycosylation in D54 reporter cells | 0.23% of 360,000 active | reporter increase, % at 12.5 µM | D54 ERlucT glycosylation luciferase reporter, 24 h; percent of 100 nM tunicamycin response | AID 588692;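 active = mean luciferase reporter signal, scaled so untreated is 0 and the glycosylation-blocking control 100, at or above a set limit in every replicate; inconclusive = mean reaches the limit but not every replicate does; inactive = mean below the limit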;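 note: luciferase carries N-glycosylation sites so blocking glycosylation raises the light; 0% = median of neutral control wells and 100% = median of 100 nM tunicamycin wells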
MC4R ag barr: activates human MC4R beta-arrestin recruitment; P32245; 0.98% of 360,000 active; U2OS MC4R beta-arrestin complementation, luminescence; percent of melanotan II response, DMSO zero; activation, % at 8.9 µM; AID 540308;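 active = activation above a per-plate cutoff, the mean activation of sample wells on that plate plus 3 SD, cut at about 8% in these data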
Starred values were filed as active, the others as inactive; ? = inconclusive; . = not tested or not shown. An unsorted share of the library. About 3.6% of those tested had a hit in this group.

No.	Molecule	MC4R ag barr	Cardio protect	HTR2A ag	Vif inh	MC4R antag cAMP	CaV13 ICDI inh	PDI turbidity	aDG glyco act	N-glyco inh	ABCB6 inh 2
1	Cc1ccc(OCc2nc3ccccc3[nH]2)cc1	-2.9	-8	9	31	-2	-3	-1	0.5	-8	101
2	CC(=O)Nc1ccc(NC(=O)CCCN2C(=O)C(c3ccccc3)Oc3cccnc32)cc1 (centres undefined)	-1.1	-12	1	.	-4	-12	-5	0.0	-1	97
3	COCCCC1CCN(Cc2nc(-c3ccccc3)no2)CC1	1.5	-3	0	-3	30*	-17	-2	0.0	0	96
4	CC(=O)c1cc2c(cc1NC(=O)CCc1ccccc1)OCO2	-1.5	11	-2	.	-2	0	1	0.2	2	84
5	CC(=O)c1cccc(OCC(=O)c2cc(C)n(-c3cc(C)on3)c2C)c1	-0.3	-34	-3	-24	0	-5	-11	1.6	-1	88
6	Cc1cc(SCC(=O)c2ccc(Cl)cc2)nc(=O)[nH]1	-2.2	-9	0	?	1	-3	5	0.0	-16	108
7	CCOC(=O)N1CCN(C(=O)CN2C(=O)NC(C)(c3ccc4ccccc4c3)C2=O)CC1 (centres undefined)	0.2	-6	2	-2	0	-2	0	-0.1	0	92
8	CCN(CC)CCOC(=O)c1ccc(NC(=O)c2cccc(C)c2[N+](=O)[O-])cc1	-1.3	10	-4	-5	1	9	-19	0.1	-4	97
9	O=C(CN1C2=NCCN2c2ccccc21)c1ccc2c(c1)OCO2	0.2	4	-4	-1	7	.	-3	0.1	0	98
10	CC1CCC(=NO)C(=NO)C1 (centres undefined)	-1.0	5	4	5	1	-6	-26	-0.1	3	96
11	Cc1csc2sc(-c3ccnc(SCC(=O)NCc4ccccc4)n3)c(C)c12	-2.9	2	-5	11	-17	-3	1	1.4	16	101
12	Cc1ccc([C@@H]2C[C@H]3[C@@H](CN2S(=O)(=O)c2ccc(Cl)cc2)C(=O)C[C@@H](c2ccc(Cl)cc2)N3S(=O)(=O)c2ccccc2C)cc1	1.1	-10	13	1	2	-7	3	0.0	-4	92
13	CC(=O)N1CCC2(CC1)C(C#N)=C(N)Oc1n[nH]c(C(F)(F)F)c12	1.0	-7	3	0	-10	-4	0	-0.6	-1	105
14	O=C(O)c1ccc(Nc2cccc(F)c2)c([N+](=O)[O-])c1	-1.7	0	0	-7	-1	-1	-2	-0.2	-2	96
15	COc1ccc(NC(=O)CCCNC(=O)Cn2cnc3sc(C)c(C)c3c2=O)cc1Cl	-0.5	2	1	-4	10	-3	3	-0.1	2	96
16	CCCN1CCN(C(=O)c2oc3c(Cl)cccc3c2C)CC1	1.1	-8	-3	-3	-3	-3	0	0.0	-3	104
17	Cc1nn2c(=O)c(NC(=O)c3ccc(F)cc3)cnc2s1	-2.5	5	4	0	0	-1	0	0.1	3	99
18	COC(=O)Cn1cc(C(=O)c2cccs2)c2ccccc21	-0.3	5	-2	7	12	-8	-3	0.7	-1	98
19	C=C(C)COc1ccc(-c2n[nH]c(C)c2Oc2ccccc2OC)c(O)c1	12*	-32	-1	0	5	.	6	0.0	-6	95
20	COc1ccc(OC)c2[nH]c(=O)c(CCNS(=O)(=O)c3ccc(C)cc3)cc12	-0.4	17	1	0	3	-2	-11	-0.5	1	96
21	COc1ccc(Br)c(C(=O)N2CCN(S(=O)(=O)/C=C/c3ccccc3)CC2)c1	-1.4	-5	3	7	0	-3	-2	-0.2	1	94
22	CC(C)Cc1nnc(NS(C)(=O)=O)s1	-1.6	6	0	0	0	-6	3	0.0	-7	102
23	CC(=O)N1CCN(Cc2cc(=O)oc3ccccc23)CC1	.	1	2	-3	.	-11	.	-0.2	0	98
24	Cc1cccc(NC(=O)C2CCN(C(=O)c3ccccc3C)CC2)n1	-0.5	8	6	?	2	-2	-6	-0.2	2	94
25	O=C(Nc1nnc(SCC(=O)N2CCCCC2)s1)c1ccccc1F	-0.1	-10	4	1	14	-3	-6	0.1	2	99
26	O=C(CSc1ccccc1)NC(=O)NCc1ccccc1	-2.1	2	0	5	20	8	0	0.3	0	96
27	Cc1ccc(C(=O)N(C)Cc2ccc(N3CCOCC3)cc2)cc1S(=O)(=O)NCc1ccccc1	-2.3	8	-3	-4	0	-6	-1	0.0	-2	91
28	Cn1cnc(S(=O)(=O)N2CCCCC2c2cc(C(=O)NCc3ccc(F)cc3)no2)c1 (centres undefined)	-0.5	-1	-5	8	9	-5	0	0.0	1	97
29	O=C(Nc1ccc(N2CCOCC2)cc1)c1cc2ccccc2o1	-0.4	-21	-2	3	-2	.	7	-0.1	-5	99
30	CC(=O)N/C(=C\c1ccccc1)C(=O)OC(C)C(=O)c1ccccc1 (centres undefined)	-0.4	-4	8	4	8	-5	8	1.3	2	100
31	Cc1cc(Cl)ccc1OCC(=O)Nc1nc(-c2cccs2)cs1	0.6	3	-5	.	13	-5	-19	0.1	1	89
32	COC(=O)C1CCN(C(=O)C2CCC(=O)N(CCc3cccc(F)c3)C2)CC1 (centres undefined)	-1.4	-1	4	8	1	-9	0	0.0	1	100
33	CN1CCN(C(=O)C2=C[C@H](c3ccc4c(c3)OCO4)C[C@H](OCCCCO)O2)CC1	-0.2	-1	-4	24	-4	-5	0	-0.1	5	103
34	O=C(NCc1ccc(F)cc1)C1CCC(CNS(=O)(=O)c2cccs2)CC1 (centres undefined)	0.8	4	-4	0	-1	-4	-4	-0.1	-5	96
35	Cc1cccc(C)c1-n1c(=O)n(Cc2ccccc2)c(=O)c2[nH]cnc21	0.4	9	2	-13	-1	-4	-1	0.0	0	97
36	Cc1ccc(-c2nn(CC(=O)Nc3cccnc3)c(=O)c3ccccc23)cc1	-2.8	5	-5	4	8	.	5	0.4	2	94
37	COc1ccc(CN2CCN(CC(O)Cn3c4ccccc4c4ccccc43)CC2)cc1 (centres undefined)	9.5*	7	19*	-2	12	-3	0	2.3	-5	101
38	COCCn1c(SCC(=O)c2ccc3c(c2)OCCO3)nnc1-c1ccoc1C	-0.7	8	2	-4	8	-4	-1	-0.1	2	94
39	CCCCCn1nnc2c(=O)oc3ccccc3c21	0.1	3	-8	0	28	2	6	-0.1	1	102
40	COCCCNc1nc2ccccc2nc1NS(=O)(=O)c1cccc(C)c1	0.3	-4	3	-6	8	-3	-16	0.0	0	94
41	O=C(Nc1ccccc1)OCCOc1ccccc1Br	-0.6	-5	-6	-5	-6	-19	-5	0.1	0	96
42	COc1cc(C=O)cc(Br)c1OCC(N)=O	-1.2	4	0	-1	3	-5	9	-0.3	-1	104
43	COc1ccc(Cc2nnc(-c3ccc(F)cc3)o2)cc1OC	0.0	-5	-2	.	-5	-7	0	0.0	0	98
44	CC(C)(C)C(=O)Nc1cc(S(=O)(=O)Nc2ccc(Cl)cc2)ccc1O	0.2	-6	5	-7	9	-5	14	-0.1	0	92
45	COc1ccc(-c2c(C#Cc3ccsc3)c3cc(-c4ccc5c(c4)OCCO5)ccc3n2C)cc1	-2.4	-4	0	12	5	-5	-9	-0.2	3	102
46	CCN(CC)C(=O)CC(c1ccc(N(C)C)cc1)c1c(OC)cc(OC)c2c(-c3ccccc3)cc(=O)oc12 (centres undefined)	-1.0	-28	1	-1	0	-9	7	-0.9	-2	97
47	CCc1nnc(NC(=O)Cn2ccc(C(F)(F)F)n2)s1	0.2	-3	4	2	-2	-5	-4	0.1	1	102
48	Cc1ccc(NC(=O)c2cc(S(=O)(=O)N3CCCCC3)ccc2N2CCOCC2)cc1	1.1	-6	-4	1	18	-7	0	0.2	-4	102
49	Cc1ccc(NC(=O)CN2C(=O)CC(C)S(=O)(=O)c3ccccc32)cc1 (centres undefined)	-2.5	-3	8	-2	7	-5	9	0.2	1	99
50	CC(=C/c1ccccc1)/C=N/NC(=O)c1cc(C)oc1C	-2.0	-8	-6	-10	4	-4	-8	0.0	1	98
51	Cc1[nH]c(=O)[nH]c(=O)c1S(=O)(=O)N1CCOCC1	-2.4	-5	2	8	10	-5	8	-0.2	1	93
52	CC1CCC(NC(=O)c2cc3c(=O)n(C)c4ccccc4c3n2C)CC1 (centres undefined)	-0.5	44	6	-2	-3	-2	.	-0.1	1	96
53	COC(=O)[C@@H]1C[C@H]2CC[C@H](O)C[C@H]2N1Cc1ccc(Cl)cc1	0.0	-1	2	3	4	-10	-4	-0.1	2	102
54	CCCOC(=O)NC1CCS(=O)(=O)C1 (centres undefined)	0.2	5	5	-4	7	-6	-1	0.0	3	98
55	O=C1NCC(O)=C1C=NCCCO	1.3	8	-2	0	16	-5	-6	0.3	1	98
56	CCc1ccc(C(O)c2ncc(-c3ccccc3C(F)(F)F)[nH]2)cc1 (centres undefined)	1.4	-3	3	-7	3	-5	4	-0.2	2	95
57	Cc1occc1C(=O)N/N=C/c1ccc(-c2ccccc2)cc1	1.5	-14	6	-3	8	-5	5	0.1	-13	95
58	c1ccc(C2CC(c3ccccc3)C(c3ccccc3)N2)cc1 (centres undefined)	2.7	-2	-4	-3	3	4	5	0.0	-2	99
59	Cc1cccc(C(=O)N2CCCC(Nc3ccc(F)c(F)c3)C2)n1 (centres undefined)	0.8	-4	-1	-6	-3	.	12	0.1	-1	103
60	Cc1ccc2nc(SCc3ccccc3)c(C=O)c(=O)n2c1	3.5	-2	4	-15	-7	-3	-3	0.2	-3	95

Additional results
No.	Molecule	MC4R ag barr	Cardio protect	HTR2A ag	Vif inh	MC4R antag cAMP	CaV13 ICDI inh	PDI turbidity	aDG glyco act	N-glyco inh	ABCB6 inh 2
61	O=C(N/N=C/c1cc(O)ccc1Br)c1cccnc1	-1.0	39	-12	-4	4	-22	0	0.1	1	109
62	Cc1cccc(CN2CCN(CC(=O)NCCCN3CCCC3=O)C2=O)c1	0.2	9	-1	8	0	-4	-6	0.2	0	103
63	Cc1ccc2occ(/C=N/NC(=O)c3ccccc3O)c(=O)c2c1	-4.2	4	-5	-6	-10	-2	-9	0.7	-11	97
64	O=C(OCC(=O)N1CCNC1=O)c1ccccc1Cl	-0.4	3	5	3	5	-7	-6	-0.2	2	97
65	O=C(Nc1ccc(N2CCCC2)cc1)c1cc([N+](=O)[O-])ccc1N1CCOCC1	-3.3	-2	-6	0	-1	-6	6	-0.4	7	95
66	O=Cc1cn(CC(=O)Nc2ccccc2)c2ccccc12	-0.4	3	0	-1	11	-6	1	0.2	-2	101

One compound at a time, from the list above. Order of values: MC4R ag barr | Cardio protect | HTR2A ag | Vif inh | MC4R antag cAMP | CaV13 ICDI inh | PDI turbidity | aDG glyco act | N-glyco inh | ABCB6 inh 2
`Cc1ccc2occ(/C=N/NC(=O)c3ccccc3O)c(=O)c2c1` is listed as -4.2 | 4 | -5 | -6 | -10 | -2 | -9 | 0.7 | -11 | 97
`Cc1cccc(CN2CCN(CC(=O)NCCCN3CCCC3=O)C2=O)c1` is listed as 0.2 | 9 | -1 | 8 | 0 | -4 | -6 | 0.2 | 0 | 103
